HEK293 tox = qHTS of GLP-1 Receptor Inverse Agonists: Cytotox Screen | actives 0.13% (n = 410,000) | AID 624418, 2012 | Potency, µM (series often up to 38.3 µM), for the others: at the highest dose activity change, negative = inhibition, most hits filed as inhibitors | HEK293 cAMP-luciferase reporter cells, luminescence, 24 h;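 note: loss of luciferase light is scored as toxicity; potency is the fitted concentration of half-maximal effect; % is set by controls: 0 for no effect and ±100 for the full control effect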
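Here, cytotoxicity is scored as loss of luminescence. The MLSMR collection was tested on cells seeded in medium containing 10% Nu serum, with a 24 hr compound exposure preceded by 12 hours of culture.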
GLP1R ag = qHTS of GLP-1 Receptor Agonists | Glucagon-like peptide 1 receptor (Homo sapiens), P43220 | HEK293 GLP-1R CRE-luciferase, luminescence, 4-6 h; cells express a hypersensitive GLP-1R form | Potency, µM (doses to about 45.6 µM), inactives show at the top dose activation, actives largely listed as activators | actives 0.007% (n = 380,000) | AID 624172, 2012; note: potency is the fitted concentration of half-maximal effect; % of control where 0% means no effect
Target sequence (P43220 whole entry, looked up): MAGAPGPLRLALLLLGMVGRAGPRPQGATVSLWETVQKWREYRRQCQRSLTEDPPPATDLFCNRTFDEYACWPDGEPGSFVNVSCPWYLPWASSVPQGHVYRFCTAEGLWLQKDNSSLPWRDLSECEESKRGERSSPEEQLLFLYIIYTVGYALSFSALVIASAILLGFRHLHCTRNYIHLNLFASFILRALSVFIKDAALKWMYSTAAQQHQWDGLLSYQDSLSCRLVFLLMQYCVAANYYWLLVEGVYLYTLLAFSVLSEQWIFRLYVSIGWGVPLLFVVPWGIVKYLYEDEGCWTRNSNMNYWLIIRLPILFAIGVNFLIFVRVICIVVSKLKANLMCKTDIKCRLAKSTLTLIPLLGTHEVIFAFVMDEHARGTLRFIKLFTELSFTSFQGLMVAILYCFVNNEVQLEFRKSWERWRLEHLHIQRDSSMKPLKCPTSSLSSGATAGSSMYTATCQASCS
TDP43 rescue = qHTS of TDP-43 Inhibitors. TDP-43 expressing yeast growth rescue, BacTiter-Glo, 24 h. Potency, µM (doses to about 46.1 µM), for inactives: top-dose growth rescue (activation), actives largely listed as activators. actives 1.8% (n = 410,000); note: potency is the fitted concentration of half-maximal effect; % of control where 0% means no effect; nearly all actives have a fitted effect of over 50% in size
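Galactose-induced TDP-43 yeast, OD600=0.02, compound pinned; 24 hr, 30 deg C; BacTiter-Glo luminescence for growth. Inhibitors of TDP-43 toxicity read as activators.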
DRD3 agonist = qHTS of D3 Dopamine Receptor Agonist: qHTS. D(3) dopamine receptor (Homo sapiens), P35462. actives 0.58% (n = 410,000). AID 652048, 2013. D3R DiscoveRx beta-arrestin cells, luminescence, 90 min. max activation, %; in the data active = max activation above about 30%; note: 0% is about no effect; mostly tested at two doses, the higher about 12 µM
Target sequence (P35462 whole entry, looked up): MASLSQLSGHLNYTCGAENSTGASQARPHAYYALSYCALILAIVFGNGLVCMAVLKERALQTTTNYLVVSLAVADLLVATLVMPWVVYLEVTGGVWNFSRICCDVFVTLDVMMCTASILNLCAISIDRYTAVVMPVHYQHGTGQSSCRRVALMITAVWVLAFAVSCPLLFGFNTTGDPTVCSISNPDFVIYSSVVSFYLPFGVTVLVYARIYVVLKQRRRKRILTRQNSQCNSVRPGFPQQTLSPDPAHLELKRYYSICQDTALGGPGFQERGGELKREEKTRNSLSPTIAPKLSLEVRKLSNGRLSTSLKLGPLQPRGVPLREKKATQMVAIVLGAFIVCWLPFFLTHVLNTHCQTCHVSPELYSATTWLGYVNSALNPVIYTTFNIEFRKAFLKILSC
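Agonist-mode cell screen: cells plated at 1500/well and incubated overnight at 37 °C, then exposed to library compounds for 90 min at 37 °C. Detection reagent was added for 30–60 min at room temperature, and luminescence was read.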
aSyn rescue = qHTS of alpha-syn Inhibitors; Yeast expressing alpha-synuclein, growth rescue, BacTiter-Glo, 24 h; Potency, µM (highest dose often 46.1 µM), for the others: at the highest dose growth rescue (activation), hits mostly activators; actives 0.14% (n = 370,000); AID 652106, 2013; note: potency is the fitted concentration of half-maximal effect; % of control where 0% means no effect; nearly all actives have a fitted effect of over 65% in size
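Screening used galactose-induced yeast with toxic alpha-synuclein levels, exposed to compound for 24 hr at 30 deg C. Cell growth, read with BacTiter-Glo luminescence, gave the measured signal.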
KB-V1 MDR tox = qHTS assay for MDR1-selective chemotherapeutics: Primary screen using the drug-selected MDR subline cells KB-V1. KB-V1 MDR cells viability, CellTiter-Glo, 72 h. Potency, µM (highest dose often 46.1 µM), for inactives: top-dose activity change, negative = cytotoxicity, most hits filed as cytotoxic. actives 3.4% (n = 400,000); note: potency is the fitted concentration of half-maximal effect; % is set by controls: 0 for no effect and ±100 for the full control effect; nearly all actives have a fitted effect of over 60% in size
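Readout: CellTiter-Glo luminescence, 10 min after addition. Cells: KB-V1 MDR subline, 72 h at 37 degrees C with compound. Analysis: corrected, normalized data fitted to concentration-effect curves.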
GLP1R inv ag = qHTS of GLP-1 Receptor Inverse Agonists (Inhibition Mode); Glucagon-like peptide 1 receptor (Homo sapiens), P43220; AID 624417, 2012; HEK293 GLP-1R CRE-luciferase, luminescence, 24 h; GLP-1R form is constitutively active; actives 1.6% (n = 410,000); Potency, µM (top dose mostly 38.3 µM), inactives show at the top dose activity change, negative = inhibition, most hits filed as inhibitors; note: potency is the fitted concentration of half-maximal effect; % is set by controls: 0 for no effect and ±100 for the full control effect; nearly all actives have a fitted effect of over 55% in size
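HEK293 cells stably co-expressing a cAMP-responsive luciferase reporter and constitutively active GLP-1R were seeded, incubated 12 h, then exposed to compounds for 24 h at 37 C. Luminescence was read 12 min after detection reagent; inverse agonists lower signal.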
DRD3 antagonist = qHTS of D3 Dopamine Receptor Antagonist: qHTS; D(3) dopamine receptor (Homo sapiens), P35462; AID 652054, 2013; D3R cells, DiscoveRx beta-arrestin luminescence, antagonist mode; hits give low values; actives 2.5% (n = 360,000); max response, negative = inhibition, %; in the data active = max response below about -50%; inconclusive = no clear call, values can overlap the other calls; note: % is set by controls: 0 for no effect and ±100 for the full control effect; mostly tested at two doses, the higher about 12 µM
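Cells plated overnight at 1500 cells/well, then exposed to library compounds with dopamine controls for 90 minutes at 37 degrees C. DiscoveRx reagent added for 30–60 minutes at room temperature; luminescence read, quantitative HTS format.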
PTHR1 ag = qHTS for PTHR1 Agonists: Primary Screen; actives 0.075% (n = 410,000); HEK293 GP2 PTHR1 cells, GloSensor cAMP luminescence, 1 h; Potency, µM (top dose mostly 115 µM), inactives show at the top dose activation, usual class: activators; note: potency is the fitted concentration of half-maximal effect; nearly all actives have a fitted effect of over 55% in size; some results filed as inactive show a strong effect at the top dose; inactives centre near -15; many of its hits are not listed in these tables
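HEK-293-derived GP2 cells expressing PTHR1 and a GloSensor cAMP reporter, 3,000/well, plated overnight, given luciferin plus IBMX (each 0.5 mM as added) for 1 h at 37 °C, then compound for 1 h at 37 °C. Luminescence was read after 15 min at room temperature.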
Active calls of the source: *; i = inactive; ? = inconclusive; nt = not tested or not shown; [ ] = remark or other dose. Unless noted, calls come from the whole dose curve; as a rule, active = well fitted curve in the direction sought with a large enough effect; inconclusive = small, poorly fitted or top-dose-only effect, or another doubt; inactive = no such curve, though single readings can be large; an effect the other way counts as inactive or inconclusive.

SMILES | HEK293 tox | GLP1R ag | TDP43 rescue | DRD3 agonist | aSyn rescue | KB-V1 MDR tox | GLP1R inv ag | DRD3 antagonist | PTHR1 ag
COc1cc(OC)cc(C(=O)NCCCNC(=O)c2cccnc2)c1 | 3% | 9% | -17% | -8 | 1% | 0% | 0% | -9 | i
Nc1c(C(=O)N/N=C/c2ccccc2Cl)oc2nc(-c3ccccc3)cc(-c3ccco3)c12 | 77%[activator] | 11% | -7% | 13 | -1% | -13% | 4% | 17 | -3%
O=C(c1ccc(Cl)c(S(=O)(=O)N2CCOCC2)c1)N1CCN(c2ccccc2)CC1 | 5% | -5% | 18% | 6 | 0% | ? | 14% | 0 | -34%[inhibitor]
COc1ccc(-n2c(=O)c3c4c(sc3n(CC(=O)C(C)(C)C)c2=O)CCCC4)c(OC)c1 | -1% | nt | 20% | -1 | nt | nt | 3% | nt | i
COCCCNC(=O)Cn1c(=O)nc(-c2ccccc2)c2ccccc21 | 5% | nt | 12% | -2 | nt | nt | 9% | nt | -5%
CCC1Sc2ccc(S(=O)(=O)CCC(=O)Nc3cc(C)ccn3)cc2NC1=O (stereo unspecified) | -16% | 2% | 8% | 1 | -7% | 19% | -2% | 8 | i
COc1ccccc1OCc1nc(C#N)c(N2CC(C)CC(C)C2)o1 (stereo unspecified) | 4% | 8% | ? | 3 | 12% | -1% | ? | -10 | i
COc1cccc(NC(=O)C(=O)NCCC2CCCCN2S(=O)(=O)c2cccs2)c1 (stereo unspecified) | 6% | 0% | 10% | -13 | 13% | -16% | ? | -17 | i
Cc1ccc2ccccc2c1C(O)c1ncc(-c2ccc(C(F)(F)F)cc2)[nH]1 (stereo unspecified) | -17% | -3% | ? | 4 | ? | -9% | ? | 23 | -16%
CCOc1ccc(CCNS(=O)(=O)c2cc3c(cc2C)NC(=O)CO3)cc1OCC | 0% | 24% | 6% | 1 | -3% | 4% | 16% | -17 | i
Cc1ccc([C@@H]2[C@@H]3C(=O)N(C)C(=O)[C@@H]3[C@@H]3C(=O)Nc4ccccc4C(=O)N23)cc1 | 3% | 2% | 17% | -2 | 0% | 0% | 6% | -14 | -18%
COc1ccc(O)c(-c2cc(-c3cccs3)[nH]n2)c1 | 5% | 34% | -31%[inhibitor] | -7 | 11% | 0% | ? | 5 | -24%
C#CCOCCOCCOCCNc1nc(N2CCN(C(=O)[C@H](CCCN=C(N)N)n3cc(C(N)[C@@H](C)CC)nn3)CC2)nc(N2CCN(C(=O)[C@H](CCC(=O)O)n3cc([C@@H](N)[C@H](C)CC)nn3)CC2)n1 (stereo partly specified) | -4% | -3% | 24% | -14 | -5% | 0% | 2% | 0 | i
Cn1c(NC(=S)Nc2ccccc2)nc2ccccc21 | 10% | -25% | ? | -7 | -21% | ? | ? | -17 | -5%
Cc1cccc(N2CCN(C(=O)c3ccc4[nH]c(C)c(C)c4c3)CC2)c1C | -16% | 11% | 10% | -6 | 11% | 2.3µM* | 2.5µM* | -7 | i
CCN(C(=O)COC(=O)c1c(NC(C)=O)sc(C)c1C)c1c(N)n(Cc2ccccc2)c(=O)[nH]c1=O | -20% | -1% | 13% | 0 | -9% | 1% | 2% | 11 | -37%[inhibitor]
O=C(Nc1scc(-c2cccs2)c1C(=O)O)c1cccs1 | ? | -3% | -29% | -10 | -19% | -28% | -32% | ? | -16%[57.5 µM]
CC1CCN(c2c(NCc3ccc(C(=O)N4c5ccccc5CC4C)cc3)c(=O)c2=O)CC1 (stereo unspecified) | ? | -3% | 20% | -18 | -4% | -29% | ? | -6 | -16%
O=C1C=C(NCc2ccccc2)c2ccccc2C1=O | ? | -5% | -2% | -14 | -42%[inhibitor] | ? | ? | -71* | -35%[inhibitor]
COc1ccc(OC)c(NC(=O)c2ccc(CN(c3cc(Cl)ccc3C)S(=O)(=O)c3ccccc3)cc2)c1 | 1% | -24% | 9% | 5 | 5% | -4% | 3% | 18 | i
C[C@H]1CN([C@@H](C)CO)S(=O)(=O)c2ccc(Br)cc2O[C@@H]1CN(C)C(=O)C1CCOCC1 | -5% | -3% | 0% | 9 | -3% | -7% | 3% | 31 | -23%
CC(=O)NC(Cc1cccc(C)c1)C(=O)NC1CCN(c2ncccc2[N+](=O)[O-])CC1 (stereo unspecified) | 5% | 2% | 13% | 0 | 6% | 15µM* | -5% | 9 | i
O=C(NCCc1ccc(Cl)cc1)C1CCCN(S(=O)(=O)c2cnc[nH]2)C1 (stereo unspecified) | ? | 4% | 30% | -3 | 3% | ? | -21% | -15 | i
O=C(Nc1ccccc1)C(Cc1ccccc1)NC(=O)C12CC3CC(CC(C3)C1)C2 (stereo unspecified) | -11% | 2% | -10% | -5 | -10% | 13% | 2% | 5 | i
CCOc1ccc(NC(=O)NC2CCS(=O)(=O)C2)cc1 (stereo unspecified) | ? | 0% | 11% | 8 | 0% | ? | 0% | -18 | 0%

Laid out differently: entries from further up
Values run as follows: HEK293 tox | GLP1R ag | TDP43 rescue | DRD3 agonist | aSyn rescue | KB-V1 MDR tox | GLP1R inv ag | DRD3 antagonist | PTHR1 ag
O=C(c1ccc(Cl)c(S(=O)(=O)N2CCOCC2)c1)N1CCN(c2ccccc2)CC1
→ 5% | -5% | 18% | 6 | 0% | ? | 14% | 0 | -34%[inhibitor]
COc1ccc(-n2c(=O)c3c4c(sc3n(CC(=O)C(C)(C)C)c2=O)CCCC4)c(OC)c1
→ -1% | nt | 20% | -1 | nt | nt | 3% | nt | i
COCCCNC(=O)Cn1c(=O)nc(-c2ccccc2)c2ccccc21
→ 5% | nt | 12% | -2 | nt | nt | 9% | nt | -5%
CCC1Sc2ccc(S(=O)(=O)CCC(=O)Nc3cc(C)ccn3)cc2NC1=O (stereo unspecified)
→ -16% | 2% | 8% | 1 | -7% | 19% | -2% | 8 | i
COc1ccccc1OCc1nc(C#N)c(N2CC(C)CC(C)C2)o1 (stereo unspecified)
→ 4% | 8% | ? | 3 | 12% | -1% | ? | -10 | i
COc1cccc(NC(=O)C(=O)NCCC2CCCCN2S(=O)(=O)c2cccs2)c1 (stereo unspecified)
→ 6% | 0% | 10% | -13 | 13% | -16% | ? | -17 | i
Cc1ccc2ccccc2c1C(O)c1ncc(-c2ccc(C(F)(F)F)cc2)[nH]1 (stereo unspecified)
→ -17% | -3% | ? | 4 | ? | -9% | ? | 23 | -16%
CCOc1ccc(CCNS(=O)(=O)c2cc3c(cc2C)NC(=O)CO3)cc1OCC
→ 0% | 24% | 6% | 1 | -3% | 4% | 16% | -17 | i

Other structures
SMILES | HEK293 tox | GLP1R ag | TDP43 rescue | DRD3 agonist | aSyn rescue | KB-V1 MDR tox | GLP1R inv ag | DRD3 antagonist | PTHR1 ag
CC(=O)c1ccc(N2Cc3ccccc3C2=NC(=O)c2cccs2)cc1 | 0% | 0% | -8% | 0 | 8% | ? | ? | 7 | -8%
Cc1ccc(S(=O)(=O)N(Cc2cc3ccc(C)cc3[nH]c2=O)c2ccccc2)cc1 | 5% | 9% | -5% | -9 | 4% | -19% | -5% | -3 | -8%
CC(=O)Nc1ccc(CN2C(=O)C(CCc3ccccc3)ON=C2c2cnccn2)cc1 (stereo unspecified) | -12% | -1% | 0% | 6 | 3% | -18% | -17% | 29 | i
CN(C)Cc1csc(NC(=O)Nc2ccccc2Cc2ccccc2)n1 | 5% | 21% | 20% | -7 | 2% | 3% | ? | 21 | -7%
O=C1C2CCCCC2C(=O)N1Cc1ccccc1 (stereo unspecified) | -17% | 5% | 0% | 2 | 9% | 7% | -26% | 9 | i
COc1ccc(S(N)(=O)=O)cc1N(C)S(=O)(=O)c1ccccc1 | -5%[7.66 µM] | 5% | 21%[9.22 µM] | 1 | 1% | -10% | -1%[7.66 µM] | 10 | i
Cc1ccc(N2C(=O)[C@@H]3[C@H](C2=O)C2c4ccccc4C=NN2[C@@H]3C(=O)c2ccc(Cl)cc2)cc1 (stereo partly specified) | 6% | 0% | -8% | 1 | -3% | ? | 19% | -3 | -35%[inhibitor]
Cc1cc(=O)oc2c3c(cc(OCC(=O)N[C@@H](C)C(=O)O)c12)OC(C)(C)CC3 | 16% | 2% | 4% | -5 | -9% | -2% | 7% | 24 | 8%
CC(=O)c1ccccc1NC(=O)c1ccc2c(c1)NC(=O)C(C)S2 (stereo unspecified) | -20% | 23% | -13% | 0 | -1% | ? | 0% | 0 | -35%[inhibitor]
C=CCn1c(=O)c2ccccc2n2c(SCc3csc(-c4ccccc4)n3)nnc12 | -1% | -6% | -3% | 0 | 1% | ? | 0% | -13 | i
O=C(COC(=O)c1cc2ccccc2cc1O)Nc1ccccc1F | -13% | 5% | 25% | 16 | -9% | 1% | -13% | -1 | -12%
Cc1cc(C)c(NN=c2c(=O)c3ccccc3c2=O)c(C)c1 | -2% | 0% | -12% | -4 | -5% | ? | 6% | -13 | i
COc1ccc(-c2cc(=O)oc3cc(OCC(=O)N4C[C@H]5C[C@@H](C4)c4cccc(=O)n4C5)ccc23)cc1 | -8% | 0% | 0% | -4 | 0% | 21% | 25% | 1 | -9%
COc1cccc(CN(C(=O)COc2ccccc2[N+](=O)[O-])C2CCS(=O)(=O)C2)c1 (stereo unspecified) | -19% | -2% | 4% | 4 | -1% | ? | 5% | 1 | ?

Not all compounds are listed (hit frequency here may not be typical).
